S3 lipid droplet = qHTS Assay for Lipid Storage Modulators in Drosophila S3 Cells | Drosophila S3 cells, BODIPY lipid droplet fluorescence, 18-24 h; cells fed with added oleic acid | 320,000 compounds, 0.64% hits | Potency in µM for hits, for the others lipid storage change, negative = inhibition, % at the top dose, mostly 46.1 µM; active = well fitted inhibition curve with a large enough effect in the signal ratio, with a control signal flat, not every such curve was filed as active; inconclusive = small, poorly fitted or top-dose-only effect, or effect the other way, or a change in a side signal; the % refers to the signal ratio
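Drosophila S3 cells got compounds at several concentrations plus oleic acid (400 uM solution). Laser-scanning cytometry with 488 nm excitation read lipid droplets at 500-530 nm and cells at 575-640 nm. Percent activity was relative to 20 uM Triacsin C.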
S3 lipid droplet cell count max = recorded beside S3 lipid droplet, whose call it bears; cell number change, %; measured here: cell count max response;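 cells counted by Cell Tracker Red CMTPX staining in the red channel; peak over a dose series mostly up to 46.1 µM; percent activity relative to internal control wells on each plate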
* hit, by the source's call; i = inactive; ? = inconclusive; . = not tested or not shown; [ ] = another dose, or the depositor's remark. % is scaled to controls: 0 for no effect and ±100 for the full control effect; potency is read from the fitted curve at half-maximal effect. This is a subset, so the mix of outcomes need not match the whole.

Start of the listing, in advance (6 entries):
SMILES	S3 lipid droplet	S3 lipid droplet cell count max
Cc1cc(NC(=O)/C(C#N)=C/c2ccc(-c3ccc(SC(F)F)cc3)o2)n(-c2ccccc2)n1	1%	0
O=C(NCCO)/C(=C\c1ccc2c(c1)OCO2)NC(=O)c1ccc(Br)cc1	?	.
CCn1c(SCC(=O)Nc2nnc(C)s2)nc2c(c1=O)SC(C)C2 (stereo not given)	i	.
COC(=O)c1ccc(C(=O)OC)c(NC(=O)CN(C)Cc2ccccc2)c1	?	.
CCOc1ccc(S(=O)(=O)n2ccc(C)n2)c2ccccc12	i	.
N#C/C(=C\c1coc2ccccc2c1=O)C(N)=S	?	.

Main list, previewed entries included:
SMILES	S3 lipid droplet	S3 lipid droplet cell count max
Cc1cc(NC(=O)/C(C#N)=C/c2ccc(-c3ccc(SC(F)F)cc3)o2)n(-c2ccccc2)n1	1%	0
O=C(NCCO)/C(=C\c1ccc2c(c1)OCO2)NC(=O)c1ccc(Br)cc1	?	.
CCn1c(SCC(=O)Nc2nnc(C)s2)nc2c(c1=O)SC(C)C2 (stereo not given)	i	.
COC(=O)c1ccc(C(=O)OC)c(NC(=O)CN(C)Cc2ccccc2)c1	?	.
CCOc1ccc(S(=O)(=O)n2ccc(C)n2)c2ccccc12	i	.
N#C/C(=C\c1coc2ccccc2c1=O)C(N)=S	?	.
CCn1c(SCC(=O)N/N=C(\C)c2ccncc2)nnc1-c1ccccc1	?	.
CC(=O)NCCc1nc2ccccc2n1Cc1cccc(C)c1	-22%	-20
Cc1ccc(NC(=S)NC(CO)C(O)c2ccc([N+](=O)[O-])cc2)cc1 (stereo not given)	-5%	-2
CCOc1ccc(C(Nc2ccc(C)cc2)P2(=O)OCC(C)(C)CO2)cc1 (stereo not given)	25%	-4
O=C(O)CCCCCCCCc1cn(CN2C(=O)c3ccccc3C2=O)nn1	i	20
CN1CCN(c2ccc(S(=O)(=O)N3CCCCC3)cc2N)CC1	?	.
Cc1ccc(-n2[nH]c(C)c(C=Nc3ccc(S(=O)(=O)Nc4nccs4)cc3)c2=O)c(C)c1	0%	13
Nc1ccc(-c2ccc(C(=O)O)s2)cn1	12%	16
C/C(N)=C(/C#N)C(=O)COC(=O)C(NS(=O)(=O)c1ccc(Cl)cc1)C(C)O (stereo not given)	21%	8
O=C(NCC(c1ccco1)N1CCOCC1)c1ccc(F)c(F)c1 (stereo not given)	7%	3
CCOC(=O)NC(=O)CSc1nc(C)cc(C(F)(F)F)c1C#N	?	.
Cc1cc(N2C(=O)C(O)=C(C(=O)c3cccs3)C2c2cccc(O)c2)no1 (stereo not given)	16%	-5
O=C(Nc1ccc(S(=O)(=O)NC2=NCCCCC2)cc1)C1COc2ccccc2O1 (stereo not given)	9%	13
CCCC1=[N+](CC(=O)c2ccccc2)CCn2cccc21	2%	-1
CC(=O)c1c(C)[nH]c(C(=O)OCC(=O)NCCC(C)C)c1C	?	.
Cc1ccc(N2CC(C(=O)N3CCCc4ccccc43)CC2=O)cc1 (stereo not given)	?	.
O=C(c1ccccc1)c1c[nH]c(C(=O)C(Cl)(Cl)Cl)c1	?	.
COC(=O)c1cc(OC)c(OC)cc1N	7%	7
COc1ccc(CNC(=O)c2cccc(-c3ccc(C)c4ccccc34)n2)cc1	?	.
Cc1cc(/C=C2\SC(=Nc3ccc(F)cc3)NC2=O)c(C)n1-c1ccc(S(N)(=O)=O)cc1	i	-29
CCCCCCCC(=O)NC(Nc1ccc(S(N)(=O)=O)cc1)C(Cl)(Cl)Cl (stereo not given)	?	.
CCOC(=O)CSc1n[nH]c(=S)s1	10%	-8
COc1ccc(C(=O)Sc2ccc(Cl)cc2)cc1OC	?	.
COc1ccc(C)cc1S(=O)(=O)N1CCCC(C(=O)NC2CC2)C1 (stereo not given)	?	.
CN(C(=O)c1ccc(-c2nn(C)c(=O)c3ccccc23)cc1)C1CCCCC1	?	.
O=C(N/C(=C\c1ccc(Br)cc1)C(=O)N1CCOCC1)c1ccco1	i	-16
COc1ccc(Cl)cc1S(=O)(=O)N1CCC(C(=O)NCCC2=CCCCC2)CC1	?	.
O=C(COc1ccc(Br)cc1Br)NC(=S)Nc1cccc(CO)c1	?	.
COc1ccc(C2CC(C)=NN2C=O)cc1OC (stereo not given)	2%	8
Cc1ccc(CNC(=O)C2CCCN2S(=O)(=O)c2ccc3c(c2)C(C)(C)C(=O)N3C)cc1 (stereo not given)	?	.
Cc1ccnc(SC2CC(=O)N(c3ccc([N+](=O)[O-])cc3)C2=O)n1 (stereo not given)	i	-12
CCn1ncc(/C=N\NC(=O)COc2ccccc2)c1C	20%	-20
O=c1oc2ccccc2cc1-c1cn(-c2ccccc2)c(=S)[nH]1	?	.
COc1ccccc1N(CC(=O)Nc1ccc(F)c(F)c1)S(C)(=O)=O	?	.
CCCCS(=O)(=O)N1CCC(C(=O)Oc2ccccc2OC)CC1	-5%	4
O=C(N/N=C/c1ccccn1)C1CC1	0%	.
COc1ccccc1NS(=O)(=O)c1ccc2oc(=O)ccc2c1	?	.
N#Cc1nc(Cc2cccc3ccccc23)oc1NCc1ccc2c(c1)OCO2	10%	-30
O=C(O)C1CCC(N2C(=O)c3cccc([N+](=O)[O-])c3C2=O)CC1 (stereo not given)	-15%	2
CC(C)(C)C(=O)Nc1nnc(SCC(=O)NC2CCCC2)s1	?	.
Cc1ccc(OCC(=O)Nc2ccc3c(c2)nc(CCN2CCOCC2)n3C)cc1	0%	2
Cc1c(C)c2cc3c(C)coc3cc2oc1=O	12%	29

In another format: entries from further up.
Results follow in this order: S3 lipid droplet	S3 lipid droplet cell count max
N#C/C(=C\c1coc2ccccc2c1=O)C(N)=S
 : ?	.
CCOc1ccc(C(Nc2ccc(C)cc2)P2(=O)OCC(C)(C)CO2)cc1 (stereo not given)
 : 25%	-4
C/C(N)=C(/C#N)C(=O)COC(=O)C(NS(=O)(=O)c1ccc(Cl)cc1)C(C)O (stereo not given)
 : 21%	8

Next part
SMILES	S3 lipid droplet	S3 lipid droplet cell count max
CC1CCCCC12NC(=O)N(CC(=O)Nc1cccnc1Cl)C2=O (stereo not given)	?	.
COc1ccccc1N1CCN(C(=O)CCN2C(=O)c3cccc4cccc(c34)C2=O)CC1	?	.
O=C(COC(=O)c1cc(-c2ccc(Cl)s2)nc2ccccc12)NCc1ccco1	?	.
CCCNc1nc2c(c(=O)[nH]c(=O)n2C)n1CCc1ccccc1	?	.
Nn1c(SCC(=O)Nc2ccc3c(c2)OCO3)nnc1C1CC1	?	.
O=c1[nH]c(COc2ccc(Br)cc2Cl)nc2ccccc12	5%	-15
CC(=O)c1cc2c(ccc3ccccc32)oc1=O	?	.
COc1ccccc1C(=O)Nc1nnc(-c2ccccc2)s1	?	.
CCC(C(=O)NCCc1ccc(OC)cc1OC)n1nc(C)n2c(cc3occc32)c1=O (stereo not given)	i	18
CC(C)c1ccc(/C=N/NC(=O)c2cccc(S(=O)(=O)N3CCOCC3)c2)cc1	?	.
O=C(CN1CCC(NC(=O)c2ccccc2F)CC1)Nc1ccc2c(c1)OCO2	?	.
COc1ccccc1NC(CC(=O)c1ccccc1)C(=O)OCC(=O)c1ccc(Br)cc1 (stereo not given)	-1%	-21
COc1ccccc1NC(=O)c1c([N+](=O)[O-])cnn1C	-7%	10
O=C(CNC(=O)c1ccc(Br)cc1)NC1=NCCS1	?	.
COc1cc(/C=C/C(=O)NC2CCCCC2)cc(OC)c1OC	i	2
CCc1ccc(S(=O)(=O)Nc2c(C)nn(C)c2C)cc1	?	.
c1ccc(-c2nn[nH]n2)nc1	?	.
O=C(O)/C=C\C(=O)Nc1ccc(OCc2ccccc2)cc1	?	.
O=C(NCc1cccnc1)c1cc(S(=O)(=O)N2CCOCC2)c(Cl)cc1Cl	10%	.
Cc1cccc(NC(=O)CN2C(=O)/C(=C3\SC(=S)N(CC4CCCO4)C3=O)c3ccccc32)c1 (stereo not given)	?	.
Cn1c(=O)c2ncn(CC(=O)N=Nc3c(O)[nH]c4ccccc34)c2n(C)c1=O	?	.
N=c1n(Cc2ccccc2)c2ccccc2n1CC(O)COc1ccccc1 (stereo not given)	?	.
COc1cc(NC(=O)c2cc3ccccc3o2)c(OC)cc1Br	i	.
COCCn1c(SCC(=O)NC2CCCCC2)nnc1-c1ccco1	i	29
COc1cccc(NC(=O)CN(C)CC(=O)NC(C)c2ccccc2)c1 (stereo not given)	?	.
CC(C)n1c(=O)[nH][nH]c1=S	-5%	.
O=C(NCCCN1CCCC1=O)c1ccc2c(=O)n(-c3ccc(F)cc3)c(=S)[nH]c2c1	i	.
C=CCOC(=O)C1=C[C@@H](C2CCCCC2)C[C@@H](OCc2ccc(CO)cc2)O1	i	-20
Cc1cccc(C)c1Nc1nnc(SCc2cc([N+](=O)[O-])cc3c2OCOC3)s1	?	.
COc1ccc(CNC(=O)C2CCC(CNc3nc(=S)[nH]c4ccccc34)CC2)cc1 (stereo not given)	?	.
CCOC(=O)c1c(NC(=O)c2cc3n(n2)C(C(F)(F)F)CC(c2cccs2)N3)sc(C)c1C (stereo not given)	?	.
Cc1nn(CC(=O)c2ccc(Cl)cc2Cl)c(C)[n+]1N	16%	13
CN1CCN(C(=O)CCc2nc(-c3ccc(Cl)cc3)no2)CC1	?	.
CCOC(=O)C1=C(Cc2ccc(F)cc2)C(=O)c2ccccc2C1=O	?	.
CCOc1ccc(N(CC(=O)NCc2cccs2)S(=O)(=O)c2c(C)noc2C)cc1	?	.
Cn1c(=O)n(/N=C/c2ccccc2)c2ccccc21	?	.
COc1ccc(OCC(=O)N/N=C/c2ccc(N(C)C)cc2)cc1	6%	-7
C[C@H](NC(N)=O)C(=O)OCC(=O)Nc1ccc(OC(F)F)cc1	?	.
CCCCn1c(N)c(N(CC(C)C)C(=O)CSc2ccc3c(c2)OCCO3)c(=O)[nH]c1=O	-2%	4
CC(=O)N1CCC2(CC1)CC(=O)c1cc(OCC(=O)N3CCOCC3)ccc1O2	3%	.
COc1cccc2cc(C(=O)Oc3ccccc3)c(=O)oc12	-22%	-11
CCn1ncc([N+](=O)[O-])c1C(=O)Nc1ccc(C)c(C)c1	?	.
COC(=O)c1ccc(-n2nnnc2SCC(=O)Nc2ccccc2F)cc1	?	.
O=c1c(-c2ccco2)[n+]([O-])c2ccccc2n1OCc1ccccc1[N+](=O)[O-]	8%[9.22 µM]	10
COC(=O)c1ccc(=O)n(-c2ccc(OC)cc2)c1	?	.
C=CCOc1c(CNn2nnnc2N)cccc1OC	-2%	6
COc1ccccc1N1CCN(S(=O)(=O)c2ccc3c4c(cccc24)C(=O)N3C)CC1	?	.
Cc1cccc(C(=O)Nc2sc(-c3ccccc3)cc2C(=O)O)c1	12%	9

Structures shown so far with a CF3 group, in the order listed:
SMILES	S3 lipid droplet	S3 lipid droplet cell count max
CCOC(=O)NC(=O)CSc1nc(C)cc(C(F)(F)F)c1C#N	?	.
CCOC(=O)c1c(NC(=O)c2cc3n(n2)C(C(F)(F)F)CC(c2cccs2)N3)sc(C)c1C (stereo not given)	?	.

Later entries
SMILES	S3 lipid droplet	S3 lipid droplet cell count max
COc1cc2c(cc1OC)C(C(=O)N1CCCC1)C(c1ccccc1F)N(C)C2=O (stereo not given)	?	.
COc1ccc(-n2nnc3c(=O)n(Cc4ccccc4C)cnc32)cc1	?	.
CCN1CCSc2ccc(C(=O)NCc3cc(Br)ccc3OC)cc21	-10%	13
CC(C)C[C@H]1CN=C(N(C)C)N1CC1CCCC1	?	.
NC(=O)c1ccsc1NC(=O)c1cc(=O)c2ccccc2o1	?	.
COc1cccc(-c2noc(CCCC(=O)N3CCOCC3)n2)c1	-11%	-4
Cc1ccc(C)c(S(=O)(=O)Nc2ccc(O)c(C(=O)O)c2)c1	?	.
Fc1ccccc1C1c2cccn2CCN1C(=S)Nc1cccc(Br)c1 (stereo not given)	-6%	2
CCNc1nc(NC(C)C)nc(N(C#N)CC(=O)OC)n1	-7%	-12
O=C(CC(c1ccccc1)c1ccccc1O)N1CCCCC1 (stereo not given)	-10%	6
CN1CCN(NC(=O)c2cccs2)CC1	?	.
N#Cc1cccnc1N1CCN(C(=O)c2ccccc2)CC1	?	.
N#Cc1ccccc1CN1C(=O)c2ccccc2S1(=O)=O	-13%	1
O=C1CC2(CCN(C(=O)COc3ccc(F)cc3)CC2)Oc2ccccc21	27%	.
CCN1CCN(C(CNS(=O)(=O)c2ccc(OC)cc2)c2cccnc2)CC1 (stereo not given)	?	.
CC(C)c1csc(CN2CCC(n3nccc3NC(=O)Cc3ccccc3)CC2)n1	?	.
CCc1cccc(NC(=O)C2CCCN(S(=O)(=O)c3c(C)[nH]c(=O)[nH]c3=O)C2)c1 (stereo not given)	?	.
Cc1cc2c(cc1S(=O)(=O)NCc1ccccc1)NC(=O)CO2	i	.
COC(=O)c1cc(S(=O)(=O)Nc2ccc(C)c(F)c2)c[nH]1	?	.
CSCCC(NS(=O)(=O)c1ccc(C)cc1)C(=O)Nc1ccc(C)cn1 (stereo not given)	?	.
CCn1c(=S)sc2c(=O)n(CC(=O)Nc3cccc(Cl)c3)c(C)nc21	?	.

Quoted at random: 2 entries already listed, in no set order.
SMILES	S3 lipid droplet	S3 lipid droplet cell count max
O=C(NCC(c1ccco1)N1CCOCC1)c1ccc(F)c(F)c1 (stereo not given)	7%	3
CCn1c(SCC(=O)Nc2nnc(C)s2)nc2c(c1=O)SC(C)C2 (stereo not given)	i	.

From PubChem
